D1 ag: Allosteric Agonists of the Human D1 Dopamine Receptor: qHTS; D(1A) dopamine receptor (Homo sapiens), P21728; HEK293 T-REx D1 cells, calcium flux, agonist mode; activation, % at 2 µM; hit rate 1% among 360,000; AID 504660, 2011; further: 0% is about no effect
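Tetracycline-induced HEK293 TREx D1 cells, force-coupled to calcium signalling, were dye-loaded with a no-wash calcium kit. Compound was pin-added after a 10 s baseline. Fluorescence was read kinetically at 1 cycle/s for 180 s, with calcium rises flagged as agonism.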
TRHR enhancer: qHTS for Small Molecule Agonists and Allosteric Enhancers of Human TRH Receptor: Primary Screen for Enhancers. Thyrotropin-releasing hormone receptor (Homo sapiens), P34981. TRHR cells, fluo-8 calcium fluorescence, EC20 TRH enhancement. enhancement, % at 2 µM. hit rate 0.66% among 360,000; in the data active means enhancement above about 30%; further: 0% is about no effect
Target sequence (P34981 whole entry, looked up): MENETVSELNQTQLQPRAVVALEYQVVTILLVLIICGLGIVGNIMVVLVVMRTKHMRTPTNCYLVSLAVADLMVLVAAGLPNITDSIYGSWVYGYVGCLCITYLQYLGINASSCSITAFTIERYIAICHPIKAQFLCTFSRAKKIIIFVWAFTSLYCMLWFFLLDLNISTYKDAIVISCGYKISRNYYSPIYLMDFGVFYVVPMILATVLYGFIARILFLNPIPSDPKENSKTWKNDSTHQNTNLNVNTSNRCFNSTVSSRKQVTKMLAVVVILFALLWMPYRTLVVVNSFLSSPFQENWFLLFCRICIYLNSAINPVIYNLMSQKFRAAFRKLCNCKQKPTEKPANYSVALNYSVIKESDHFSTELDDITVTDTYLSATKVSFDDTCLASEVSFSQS
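TRHR-expressing cells loaded with fluo-8 calcium dye were read kinetically (ex 480/em 530) during compound addition, then stimulated with an EC20 of TRH (10 nM final). Enhancement of the Gq-mediated intracellular calcium response was scored.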
D1 antag: Antagonist of Human D 1 Dopamine Receptor: qHTS | D(1A) dopamine receptor (Homo sapiens), P21728 | HEK293 TREx D1 cells, calcium flux, dopamine EC80; hits give low values | activity change, negative = inhibition, % at 10 µM | hit rate 3.2% among 360,000 | AID 504652, 2011; in the data active means activity change below about -30%; further: on the % scale 0 is the no-effect control and ±100 the full control effect
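Using tetracycline-induced force-coupled D1 Hek293 cells and a calcium dye, signals were followed for 180 s after compound, then for 180 s after EC80 dopamine, to detect inhibitors.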
D2 antagonist: HTS Assay for Allosteric Antagonists of the Human D2 Dopamine Receptor: Primary Screen for Antagonists; inhibition, % at 10 µM; HEK293 TREx D2 cells, calcium flux, dopamine EC80; hit rate 2% among 340,000; in the data active means inhibition above about 30%; further: 0% is about no effect
Target sequence (P14416 whole entry, looked up): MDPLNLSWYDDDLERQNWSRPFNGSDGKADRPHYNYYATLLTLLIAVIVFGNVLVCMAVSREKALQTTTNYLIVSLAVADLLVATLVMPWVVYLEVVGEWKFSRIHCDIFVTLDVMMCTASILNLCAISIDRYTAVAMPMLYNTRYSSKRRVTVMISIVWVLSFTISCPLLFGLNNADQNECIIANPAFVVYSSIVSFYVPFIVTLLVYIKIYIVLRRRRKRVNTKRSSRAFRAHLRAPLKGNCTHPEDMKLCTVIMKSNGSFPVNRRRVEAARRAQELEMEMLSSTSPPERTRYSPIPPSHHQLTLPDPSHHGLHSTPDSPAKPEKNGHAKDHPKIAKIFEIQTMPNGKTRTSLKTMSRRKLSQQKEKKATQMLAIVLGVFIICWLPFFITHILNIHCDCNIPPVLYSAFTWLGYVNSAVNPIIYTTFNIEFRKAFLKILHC
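Cells plated overnight at 30 C with tetracycline; no-wash calcium dye, 30–90 min RT; 10 s baseline; compound pinned; 180 s read; EC80 dopamine added; another 180 s read.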
D2 agonist: HTS Assay for Allosteric Agonists of the Human D2 Dopamine Receptor: Primary Screen for Agonists. D(2) dopamine receptor (Homo sapiens), P14416. HEK293 T-REx D2 cells, calcium flux agonist mode. activation, % at 2 µM. hit rate 0.53% among 340,000. AID 485358, 2010;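 active means activation over 3 SD above normal in the single-dose calcium agonist read, cut at about 30% in these data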; further: 0% is about no effect
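In this primary screen, compounds producing a positive calcium signal within 180 s of addition to tetracycline-induced, force-coupled HEK293 Trex D2 cells are flagged; cells are dye-loaded with a no-wash calcium kit beforehand.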
D1 potentiator: Potentiators of Human D1 Dopamine Receptor: qHTS; D(1A) dopamine receptor (Homo sapiens), P21728; potentiation, % at 10 µM; hit rate 0.036% among 360,000; HEK293 TREx D1 cells, calcium flux, dopamine EC20 potentiation; in the data active means potentiation above about 30%; further: 0% is about no effect
D2 potentiator: HTS Assay for Positive Allosteric Modulators of the Human D2 Dopamine Receptor: Primary Screen for Potentiators; D(2) dopamine receptor (Homo sapiens), P14416; potentiation, % at 10 µM; HEK293 T-REx D2, calcium flux, EC20 dopamine potentiation; hit rate 0.34% among 340,000;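 active means potentiation over 3 SD above the plate norm, cut at about 30% in these data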; further: 0% is about no effect
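Potentiation of an EC20 dopamine calcium response measured kinetically over 180 s, after a preceding 180 s compound-only read flagging agonists. Cells: inducible Hek293 Trex D2 line, 4000/well, cultured overnight at 30 C before dye loading.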
TRHR agonist: qHTS for Small Molecule Agonists and Allosteric Enhancers of Human TRH Receptor: Primary Screen for Agonists | activation, % at 2 µM | Thyrotropin-releasing hormone receptor (Homo sapiens), P34981 | TRHR cells, calcium flux fluo-8, FDSS agonist mode | hit rate 0.18% among 360,000 | AID 493084, 2011; further: 0% is about no effect
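Read-out: compound-evoked intracellular calcium rise in TRHR cells, fluo-8 dye, kinetic FDSS fluorescence at 1 s/cycle following a 10-cycle baseline. Cells cultured overnight before dye loading (30 min–1.5 h, RT).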
RXFP1 antagonist: qHTS Assay for Antagonists of the Relaxin Receptor RXFP1. hit rate 0.59% among 350,000. activity change, negative = inhibition, % at 57.5 µM. Relaxin receptor 1 (Homo sapiens), Q9HBX9. HEK293-RXFP1, relaxin-stimulated cAMP HTRF, 30 min; hits give low values. AID 1259400, 2018;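 active means activity change of -60% or lower, but not beyond a set lower limit; inconclusive means change between -60% and -40%, or beyond the set limit; inactive means change above -40%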; further: on the % scale 0 is the no-effect control and ±100 the full control effect
The depositor's hits bear a star; u = inconclusive; x = not tested or not shown. Unless noted, no stated cut-off is given here; in the data, active means activation above about 30%; inactive means the rest.

Every second line gives: D1 ag, TRHR enhancer, D1 antag, D2 antagonist, D2 agonist, D1 potentiator, D2 potentiator, TRHR agonist, RXFP1 antagonist
> COc1cc(NC(=O)c2cnn(-c3cccc(F)c3)c2C2CCNCC2)cc(OC)c1OC
→ 1, -4, 6, x, 0.9, -4, 1, 1.6, x
> Cc1ccccc1-c1nc(CS(=O)CC(=O)NCCN2CCOCC2)c(C)o1 (stereo not drawn)
→ 0, -7, -2, 12, 0.8, x, -3, 0.3, -1
> C=CCN=Cc1c(C)[nH]n(-c2ccccc2)c1=O
→ -4, -4, 11, 14, 0.5, -1, 3, -0.4, 1
> CCN(C(=O)Cn1c(=O)oc2cc(Cl)ccc21)c1cccc(C(F)(F)F)c1
→ 3, -6, 11, x, -0.3, 3, -17, -0.2, -20
> C=CCc1ccc(OCCCCNC(C)CC)c(OC)c1 (stereo not drawn)
→ 6, -3, -3, -2, -1.1, -1, -10, -0.3, -1
> O=C(O)/C=C/C(=O)NCC1CCC(CNC(=O)/C=C/C(=O)O)CC1 (stereo not drawn)
→ 2, -2, -2, -6, 0.1, -3, 0, 0.3, -7
> COCCOC(=O)C1=C(C)NC(=O)NC1c1ccc(-c2cc(Cl)ccc2Cl)o1 (stereo not drawn)
→ 2, 10, -15, -21, 0.5, -12, 2, 0.0, -6
> Cc1cccc(CS(=O)(=O)c2nnc([C@H](Cc3ccccc3)NC(=O)OC(C)(C)C)o2)c1
→ 2, 2, -19, 10, 1.7, -9, -4, 0.3, -9
> Cc1cccc(N2CCN(C(=O)c3ccoc3C)CC2)c1C
→ 1, -4, -16, -7, 7.4, -5, -15, -0.1, -14
> CSc1ccc(Cl)c(C(=O)OCC(=O)N2CCN(c3ccccc3)CC2)c1
→ 2, 0, -10, 13, 0.1, -5, 3, 0.6, -10
> CS(=O)(=O)c1ccc2sc(NC(=O)c3cc4ccccc4o3)nc2c1
→ 3, 3, -22, -8, -0.5, 2, -4, -0.5, -11
> COc1cccc(-c2cc(-c3cccnc3)c(C#N)c(N)n2)c1
→ 0, 6, -7, -37, 0.3, -7, 3, -0.7, -4
> CC1CC(=O)Nc2ccccc2N1C(=O)CSc1nnnn1C(C)C (stereo not drawn)
→ 5, -6, 2, -17, 0.6, x, -6, -0.2, -1
> COc1ccc(-c2noc(-c3cccc(Cl)c3)n2)cc1OC
→ 3, -3, -15, -7, 0.9, 2, 21, 0.3, -23
> Cc1ccc(C2(C)NC(=O)N(Cc3c(C)noc3C)C2=O)cc1 (stereo not drawn)
→ 12, 0, -10, -11, 1.6, -3, 2, 0.5, -4

Entries of single compounds, looked up by structure. Order of screens: D1 ag	TRHR enhancer	D1 antag	D2 antagonist	D2 agonist	D1 potentiator	D2 potentiator	TRHR agonist	RXFP1 antagonist
Results for C=CCN=Cc1c(C)[nH]n(-c2ccccc2)c1=O : -4	-4	11	14	0.5	-1	3	-0.4	1
Results for COc1cccc(-c2cc(-c3cccnc3)c(C#N)c(N)n2)c1 : 0	6	-7	-37	0.3	-7	3	-0.7	-4
Results for COc1ccc(-c2noc(-c3cccc(Cl)c3)n2)cc1OC : 3	-3	-15	-7	0.9	2	21	0.3	-23
Results for COCCOC(=O)C1=C(C)NC(=O)NC1c1ccc(-c2cc(Cl)ccc2Cl)o1 (stereo not drawn) : 2	10	-15	-21	0.5	-12	2	0.0	-6

Further compounds.
Every second line gives: D1 ag, TRHR enhancer, D1 antag, D2 antagonist, D2 agonist, D1 potentiator, D2 potentiator, TRHR agonist, RXFP1 antagonist
> Cc1cc(C)c2nc(N(Cc3cccnc3)C(=O)CCOc3ccccc3)sc2c1
→ 3, 1, x, x, 1.8, -1, x, 0.2, -7
> CCOC(=O)Cn1c(=O)oc2cc(S(=O)(=O)N3CCN(C(=O)c4ccco4)CC3)ccc21
→ 4, 0, -8, -3, 0.7, 3, -10, 0.1, -3
> COc1ccccc1N1CCN(C(=O)CSc2nc(-c3ccccc3)cc(=O)[nH]2)CC1
→ -1, 3, 4, -1, -0.8, -3, 0, -0.1, 5
> CC(C)CN(CCCNC(=O)c1cc(=O)[nH]c2ccc(S(=O)(=O)N3CCCCCC3)cc12)CC(C)C
→ -3, -1, -2, x, -0.2, 0, 1, -0.3, -6
> Cc1cccc(-n2cc(CN3CCN(C(=O)c4ncn[nH]4)CC3)c(-c3cccc(F)c3)n2)c1
→ 1, 12, -20, -7, -0.2, 2, 21, 0.3, -10
> CC(OC(=O)c1ccccc1C(=O)N(C)c1ccccc1)C(=O)Nc1ccc(C(N)=O)cc1 (stereo not drawn)
→ 2, 0, 12, 14, 0.1, -13, -1, -0.5, 5
> O=C(CN1CCOCC1)NCc1ccccc1Cl
→ 3, 7, 11, 9, -0.2, -2, 4, 0.1, -7
> CCCCn1c(-c2cccc3ccccc23)nc2cc3[nH]c(=O)c(C(C)C)nc3cc21
→ 0, 8, -16, 1, -1.2, -17, 5, 0.1, x
> O=C1C=C(NCc2ccco2)CCC1
→ 4, 1, -6, 14, 1.0, 4, 13, 0.5, -19
> Cc1ccc(CC(=O)NCC(O)c2ccccc2)cc1 (stereo not drawn)
→ 4, 2, 0, 6, 0.9, 16, -1, -0.5, 1
> COc1ccc(NC(=S)N2CCN(c3ccc([N+](=O)[O-])cc3)CC2)cc1OC
→ 12, 28, -7, -3, -0.1, -7, -4, -0.7, -1
> COc1ccccc1-c1c(C)nn2c(-c3ccccc3)cc(-c3ccccc3)nc12
→ 10, 2, -12, x, 1.0, 0, x, 3.1, -4
> CCOC(=O)Cc1csc(NC(=O)c2cc(C)cc(C)c2)n1
→ 2, -1, 18, -5, -1.6, 5, -4, -0.4, 8
> Nc1nc(-c2ccccn2)nc(N)c1Cc1ccccc1F
→ 2, 3, 26, -2, -2.4, 9, -9, 0.4, 17
> CCC(=O)N1CCc2cc(S(=O)(=O)NC(CC(C)C)C(=O)Nc3ccc(CC)cc3)ccc21 (stereo not drawn)
→ 3, -2, -1, x, 1.0, -2, 8, -0.1, -25
> Cc1ccc(C(=O)CCC2CCCC2=O)cc1 (stereo not drawn)
→ -4, -4, 0, 3, 0.0, -3, -3, -0.6, -20
> O=C(CCCn1c(=O)[nH]c2ccccc2c1=O)Nc1ccc(F)cc1
→ 1, 1, 2, -1, -0.2, -4, 0, -0.2, -9
> O=[N+]([O-])c1ccc(Oc2ccc(-c3nnco3)cc2)c(Cl)c1
→ 2, -4, -3, x, x, -5, -2, 0.3, -24
> COc1ccc(CNC(=O)C2CCN(S(C)(=O)=O)CC2)c(OC)c1
→ 3, 15, -20, -4, 3.4, -6, -7, -0.4, 2
> Cc1nc(NS(=O)(=O)c2cccc([N+](=O)[O-])c2)sc1C(C)(C)C
→ 1, -3, -2, -6, 0.0, -3, -1, -0.5, 10
> CCCc1ncc(CN2CCCC(C(=O)Nc3ccc(-c4cccc(OC)c4)cc3)C2)cn1 (stereo not drawn)
→ 27, 3, -14, -1, 0.9, -4, 2, 0.4, -14
> COc1ccc(CCN2CCCn3c2nc2c3c(=O)n(C)c(=O)n2C)cc1OC
→ 0, 8, -1, 6, -0.8, -7, -3, -0.1, -6
> Cn1c(=O)c2c(nc(CN3CCN(Cc4ccccc4)CC3)n2Cc2ccc(Cl)cc2)n(C)c1=O
→ 2, -2, -3, -39, -2.8, -2, -4, 0.5, 0
> CN(C)c1nc(N)nc(CSc2nnnn2C)n1
→ 0, -3, 5, 2, -0.4, -2, 1, 1.6, 1
> COc1ccc(-c2onc(C)c2-c2cnn(-c3ccccc3)c2)c(O)c1
→ 9, -2, -6, x, x, 4, x, -0.8, -18
> CCOC(=O)Cc1csc(NC(=O)/C=C/c2ccc(Cl)cc2)n1
→ 11, -2, -18, -9, -1.3, -2, 6, -0.6, 2
> O=C(O)CCC(=O)N1CCC(C(=O)c2cccc(Cl)c2)CC1
→ 3, -3, -1, -1, -0.3, -7, -4, 0.6, -3
> CCN1C(=O)c2ccccc2Sc2ccc(C(=O)NCCCN3CCOCC3)cc21
→ 1, 32*, -4, 16, 0.2, -11, -8, -0.7, -20
> CCCCCCNC(=O)Cc1ccc(Br)cc1
→ 6, 30, -1, 5, -0.5, -5, 1, -1.6, u
> Cc1cccc(-c2nnc(SCC(=O)N3CCCc4ccccc43)o2)c1
→ 1, -6, -12, x, -1.4, -3, 4, -0.6, 1
> CC(C)(C)C1CCC(C(=O)OCC(=O)Nc2ccc3[nH]c(=O)[nH]c3c2)CC1 (stereo not drawn)
→ 0, -1, 5, 8, 1.0, -6, 20, 0.9, -4
> Cc1sc2ncn(CC(=O)N3CCC(C(N)=O)CC3)c(=O)c2c1S(=O)(=O)N1CCOCC1
→ 0, 8, 3, 9, 0.8, -4, -13, -0.1, -23
> O=C(Nc1c(-c2ccccc2)nc2ccc(Cl)cn12)c1cccs1
→ 2, -1, 10, x, x, -2, x, 0.0, -5
> CCc1ccc(NC(=O)Nc2ccon2)cc1
→ 2, 7, 7, -14, 0.0, 2, -2, -0.2, -7
> COc1ccc2c(c1[N+](=O)[O-])CCC/C2=N/OC(=O)c1ccccc1SC
→ 3, -10, -8, -6, -0.7, 0, 13, 0.4, -9
> COc1ccc(C(=O)N2CCN(Cc3ccccc3[N+](=O)[O-])CC2)cc1
→ 6, 6, 18, -2, 0.0, 0, -5, -0.3, -2
> Cc1ccc(-c2nnc3ccc(SC(C)C(=O)O)nn23)cc1 (stereo not drawn)
→ 1, 14, -6, -10, -0.2, -4, -25, -0.4, x
> O=C(Cn1ccc([N+](=O)[O-])n1)NCc1nc2ccccc2[nH]1
→ 3, 8, -1, 12, 0.2, -2, 1, 0.7, -14
